# High-throughput results (PubChem)
# mcGAS RapidFire – inhibitors of Mus musculus cyclic GMP-AMP synthase, initial high-throughput assay, cell-free, RapidFire MS; 130,000 tested, 0.18% active; inhibition, % at 12.5 µM; recombinant mouse cGAS, cGAMP by RapidFire MS; Q8C6L5; AID 1259397, 2018;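 active = inhibition of cGAS enzyme activity at or above 60%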;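 also: enzyme stimulated by 45 bp dsDNA with ATP and GTP substrates; cGAMP share of summed cGAMP plus half ATP and half GTP signals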
# Target sequence (Q8C6L5 whole entry, looked up): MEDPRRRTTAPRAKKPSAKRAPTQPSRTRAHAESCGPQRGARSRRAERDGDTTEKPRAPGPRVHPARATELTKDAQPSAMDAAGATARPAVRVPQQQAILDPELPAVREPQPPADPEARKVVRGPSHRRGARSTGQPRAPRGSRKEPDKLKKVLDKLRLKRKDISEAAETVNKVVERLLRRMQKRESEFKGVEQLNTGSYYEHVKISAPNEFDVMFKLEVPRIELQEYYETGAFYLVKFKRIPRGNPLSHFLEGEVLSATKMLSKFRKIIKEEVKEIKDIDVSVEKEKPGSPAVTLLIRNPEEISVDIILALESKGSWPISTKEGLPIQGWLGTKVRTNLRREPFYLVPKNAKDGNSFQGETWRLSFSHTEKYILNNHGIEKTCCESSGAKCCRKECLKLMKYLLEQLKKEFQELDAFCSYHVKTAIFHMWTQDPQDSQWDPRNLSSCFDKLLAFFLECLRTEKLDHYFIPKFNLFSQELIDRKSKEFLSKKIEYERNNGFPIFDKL
# Starred values were filed as active, the others as inactive; & = joins results of further samples. Some of the compounds tested; count on the stated rates, not on these rows.
SMILES,mcGAS RapidFire
CCN(CC)C(=O)[C@@H]1C[C@H](N)CN1C(=O)c1cccc2nccnc12,10.0
Cc1cc(C)c(C)c(S(=O)(=O)Nc2ccc(O)c(Sc3ncn[nH]3)c2)c1C,-22.7
CN(c1nc2nonc2nc1NCc1ccccc1)C1CCOC1 (stereo unspecified),-3.0
CC(C)c1cccc(N(C)C(=O)c2ccccc2C(F)(F)F)c1,-27.2
Cc1nc(C)c2c(C)c(C(=O)N(CCC(C)C)C3CC3)sc2n1,-35.5
CN(C)CC1(O)CCCN(C(=O)C2(c3ccc(F)cc3)CC2)CC1 (stereo unspecified),-9.2
Brc1ccccc1Nc1nc2ccccc2n2cnnc12,-4.2
CC(Nc1ccc(NS(=O)(=O)c2c(Cl)cccc2Cl)cc1)C(=O)N1CCCC1 (stereo unspecified),2.5
Cc1cccc(C(=O)N2CCn3c(nnc3C(N)=O)C2)c1C,-8.1
O=C(C1=NOC2C3CCC(C3)C12)c1ccccc1 (stereo unspecified),-7.9
CCCC12CN(C(C)=O)CC(C)(CN(C(C)=O)C1)C2=O,-32.6
O=C(NC1CCCN(Cc2ccccc2)C1)c1ccc(F)cc1Cl (stereo unspecified),-15.4
Cc1noc(-c2ccc(NCC(C)Oc3cccnc3)nc2)n1 (stereo unspecified),6.1
C=C(C)CC(c1ccco1)N(C(C)=O)c1ccccc1 (stereo unspecified),-3.9
COC1/C=C/OC2(C)Oc3c(C)c(O)c4c(O)c(cc(O)c4c3C2=O)NC(=O)/C(C)=C\C=C\C(C)C(O)C(C)C(O)C(C)C(OC(C)=O)C1C (stereo unspecified),12.2
CCCCCSc1nnc2c(n1)OC=Nc1ccccc1-2,1.9
COc1ccc(CNC(=O)c2sc(=O)n(Cc3ccc(S(=O)(=O)N(C)C)cc3)c2C)cc1,-4.8
N#Cc1c(F)cccc1NCc1ccccc1CN1CCOCC1,-17.4
CCc1c(C)nc2c(O)cccn2c1=O,2.2
Nc1nc(N2CCOCC2)cc(N2CCC(CCN3CCCC3=O)CC2)n1,-6.5
COc1cccc(CN2CCC2(C)C(=O)Nc2ccc(C)cc2)c1F (stereo unspecified),-11.7
Cc1ccn2c(=O)c(NC(=O)c3ccc(C(F)(F)F)cc3)c(C)nc2c1,5.2
Cc1cc(C(=O)NCCSc2cn[nH]n2)n[nH]1,-15.4
COCCNC(=O)CCC1CCN(C(=O)NC2CCCCC2)CC1,-8.1
Cc1cnc(N2C[C@H](O)[C@@H](N3CCCC3)C2)nc1N(C)C,-13.9
Cc1cc(C)c2[nH]c(C(=O)N3CCC(n4ccnc4)C3)c(C)c2c1 (stereo unspecified),-20.3
c1nc(NCCc2ccsc2)c2nc3n(c2n1)CCCCC3,-9.9
CCn1c(=O)c2c(nc3n2CCN3c2cccc(Cl)c2)n(C)c1=O,-0.7
O=C(Nc1nonc1NC(=O)c1cccs1)c1cccs1,-0.9
c1cc(CNCc2ccnc(N3CCCCC3)c2)c2c(c1)OCCCO2,2.0
CC(=O)NC1(C#N)CCCCCC1,-19.0
CN1CCC(N(C)Cn2nc(-c3ccc4c(c3)OCO4)n(-c3ccccc3)c2=S)CC1,-7.1
C=C(C)CN1N=C(C)Cn2c1nc1c2c(=O)n(Cc2ccc(Cl)cc2)c(=O)n1C,-5.9
Cc1ccc(N=C2NC(=O)CC(C(=O)Nc3ccc(F)c(Cl)c3)S2)cc1 (stereo unspecified),-6.7
Cc1cc(C)cc(NC(=O)Cn2cc(S(=O)(=O)N3CCCC3)ccc2=O)c1,-8.0
Cn1cc(OCc2ccc(F)cc2)c(=O)cc1C(=O)NCCc1ccc(F)cc1,-5.6
Cc1ccc(CCC(=O)NC2CCOC3(CCSC3)C2)c(C)c1 (stereo unspecified),-17.2
Cc1nn(CC(=O)Nc2ccc(F)cc2)c(=O)c2c1cnn2-c1ccc(F)cc1,-8.5
COCCCCC(=O)Nc1cc(C(F)(F)F)[nH]n1,-0.6
CCOc1ccc(C2C(=C(O)c3ccc(OC)cc3)C(=O)C(=O)N2Cc2cccnc2)cc1 (stereo unspecified),3.8
CN(CCCc1ccc(C(F)(F)F)cc1)S(C)(=O)=O,-13.3
CSc1ccc(Cl)c(C(=O)N[C@@H](C)C(=O)N2CCCCC2)c1,7.3
O=S(=O)(c1cnc[nH]1)N1CCN(c2ccccc2F)CC1,-12.4
Cc1c(-c2cccc(C(=O)O)c2)c(=O)[nH]c2ccccc12,-23.3
Cc1cc(NC(=O)CNc2cc(Cl)ccc2C)on1,-10.2
Clc1ccc(CSc2nnc3nc[nH]n23)c(Cl)c1,1.8
CC(=O)Nc1ccc(Oc2ccc(C#N)c(C#N)c2)cc1,-7.3
CN1CCCC2(CCN(C(=O)CCCc3nc(-c4ccco4)no3)C2)C1=O (stereo unspecified),-11.2
COc1ccc(C(=O)N(CCc2ccccc2)CC2CCCN(C)C2)cc1OC (stereo unspecified),-7.9
COc1ccc(-c2nn(CCC#N)cc2C=C(C#N)C#N)cc1,-10.6
Cc1cc(N2CCC(CO)(CC3CCCCO3)CC2)c2ccccc2n1 (stereo unspecified),-9.4
CCC(/C=C/[C@@H](C)[C@H]1CCC2C3CC=C4C[C@@H](O)CC[C@]4(C)C3CC[C@@]21C)C(C)C (stereo partly specified),-1.1
Cn1cnc2c1c(=O)n(CCCSc1nnc(NC3CC3)s1)c(=O)n2C,1.9
Cc1cc(C)n2ncc(CN3CCCC3c3c(C)noc3C)c2n1 (stereo unspecified),-3.9
CC(C)CN1CCCCC1Cc1nc2c([nH]1)CC(C)(C)CNC2=O (stereo unspecified),-4.1
C[C@@H](NC(=O)N1CCC(n2cc(CO)nn2)CC1)c1ccc(F)cc1,-3.3
CN1CCCc2cc(CNC(=O)c3nn(-c4cccc(F)c4)ccc3=O)ccc21,4.6
CC1(C(=O)NS(=O)(=O)c2cccc(F)c2)CCN1C(=O)Cc1ccc(Cl)cc1Cl (stereo unspecified),-1.8
CCc1cccc2c(C(=O)COc3ccc(C#N)cc3)c[nH]c12,22.3
COC(=O)CSc1nc2nc3c(cn2n1)C(=O)CC(c1cccs1)C3 (stereo unspecified),-8.0

# More structures follow:
SMILES,mcGAS RapidFire
CC(C)CN1CCN(c2nc3c(c(=O)[nH]c(=O)n3C)n2Cc2cccc3ccccc23)CC1,-5.7
Cc1nn(C)c(C)c1CCNC(=S)NCc1cccs1,-4.3
COc1ccc(C(C)=O)cc1Cn1cc(C(=O)NCc2ccc(OC)c(OC)c2)sc1=O,-3.2
CC(C(=O)N1CCN(c2ccccc2)CC1)N1C(=O)c2ccccc2C1=O (stereo unspecified),-3.8
COCC(=O)N1CCCN(Cc2cc(=O)c3ccccc3[nH]2)CC1,-6.0
CC(C)Cc1n[nH]c(Cn2[nH]c(=O)ccc2=O)n1,-15.2
c1ccc(CSc2ccc(-c3cccs3)nn2)nc1,-1.2
Cc1ccc(Nc2nc(-c3cnc(N4CCCCC4)nc3C)cc(=O)[nH]2)cc1,2.6
O=C(O)c1ccc(-n2c(Cc3ccccc3F)n[nH]c2=O)cc1,-4.0
COC(=O)CN1C(=O)CNC12CCN(C(=O)Cc1ccc(F)c(F)c1)CC2,-1.4
COC1(C)CC(NC(=O)c2cccc(-n3cncn3)c2)C1(C)C (stereo unspecified),-8.5
Cc1cc(N2CCCC2)nc(Nc2ccc(NC(=O)c3ccc4ccccc4c3)cc2)n1,-8.4
CC(C)OC(=O)OCCNC(=O)c1cc2ccccc2oc1=O,-3.8
CCOC(=O)N1CCc2c(sc(NC(=O)c3ccc(OC)cc3)c2-c2nc3ccccc3s2)C1,25.2
O=C(Nc1ccc(N2CCCCC2)cc1)c1ccc(Cl)s1,-12.1
COC1(OC)N=C(N)C2(C#N)C3(CCCCC3)C12C#N (stereo unspecified),-5.1
CN(C)C1(C(=O)NCCOc2cccnc2)Cc2ccccc2C1,4.0
COCc1nn2c(N)c(C#N)nnc2c1-c1ccc(F)cc1,1.5
Cc1cccc(NC(=O)CCC2CCN(C(=O)C3=CCCC3)CC2)c1,-1.4
CC(SCc1nc(N)nc(N(C)C)n1)C(=O)Nc1ccc2c(c1)CCC2 (stereo unspecified),-6.6
Cc1cc(C)c2c(CC(=O)N3CCC4(CN(C)C(=O)O4)C3)coc2c1C (stereo unspecified),-8.2
CCOC(=O)C1(CC2CCCCO2)CCN(C(=O)C#Cc2ccccc2)CC1 (stereo unspecified),-15.9&-6.5
Cc1ncsc1CCC(=O)N1CCCC(Nc2ccc(F)c(F)c2)C1 (stereo unspecified),-4.9
CN(CCNC(=O)CC1Sc2ccccc2NC1=O)c1ccccc1 (stereo unspecified),-5.9
COc1ccc(-c2csc(C(O)c3ccc(F)c(F)c3)n2)cn1 (stereo unspecified),6.0
Cc1cc(C)c(C(=O)O)c(=O)[nH]1,-3.7
CNC(=O)c1csc(N2CCN(Cc3ccccc3)C2=O)n1,-4.9
Cc1oc(-c2ccccc2NS(=O)(=O)c2cccc(F)c2)nc1CNC(=O)CC(C)C,-8.1
Nc1nnc(-c2cccc(Cl)c2Cl)c(N)n1,12.7
C#CCOc1ccccc1CNC(=O)Nc1ccc(F)c(N2CCCC2=O)c1,-9.2
CC(=O)c1c(C)[nH]c(C(=O)NC(C)c2ccc3ccccc3c2)c1C (stereo unspecified),-13.3
CCC(CC)c1cc(CNC(=O)NC2CCCCC2O)on1 (stereo unspecified),-2.1
CCN(CCn1cccn1)Cc1c(C(=O)N2CCCCCCC2)nc2sccn12,1.7
COc1ccc(-c2ccc3c(c2)N(Cc2ccccc2Cl)C(=O)COC3)cn1,-14.9
CC(C)N(C(=O)/C=C/c1c(Cl)cccc1Cl)C(C)C,1.8
CN(C)c1ccc(CNC(=O)c2ccc(Cl)cc2O)cn1,0.0
Cc1cc(=O)[nH]c(-n2nc(C)c(CCC(=O)Nc3ccncc3)c2C)n1,-2.0
COc1nc(N2CCCCCC2)nc(N2CCN(C)c3ccccc3C2)n1,-4.2
Cc1ccc(CCn2ccnc2-c2nc[nH]c2C)o1,-22.7
Cc1c(C(C)NC(=O)C2CSC(=O)N2)oc2ccc(F)cc12 (stereo unspecified),-4.1
COc1cc(C)cc2c(C)c(C(=O)O)oc12,7.5
CC1(C)Oc2cc(I)c([N+](=O)[O-])cc2O1,-7.0
Fc1ccc(-c2nc(-c3ccccc3)no2)cc1,-14.4
CC1(C)C2CC=C(CN3CCN(c4ccccc4)CC3)C1C2 (stereo unspecified),-26.8
CCn1ccc(C(=O)N2CCCC3(C=Cc4ccccc4O3)CC2)n1 (stereo unspecified),-7.0
O=C1N(CCCc2ccccc2)CCCC1(O)CNCC(F)F (stereo unspecified),-2.9
O=S(=O)(NCCc1nc2ccccc2s1)NCc1ccccc1,-34.9
CC(=O)Nc1cnc(-c2ccccc2O)cn1,-4.3
CC1CCCCC1NC(=S)NC(=O)c1ccccc1Cl (stereo unspecified),20.2
Cc1oc(-c2cccs2)nc1Cn1cnc(C#N)n1,1.2
COc1ccc(OC)c(S(=O)(=O)Nc2ccc(C)c(C)c2)c1,-11.3
CCC(C)(CNC(=O)c1cc2c(s1)CCC2)N1CCOCC1 (stereo unspecified),-9.5
O=C(Nc1ccc(-c2noc(-c3cccc([N+](=O)[O-])c3)n2)cc1)c1cccc(Cl)c1,9.0
Cc1ccc(NC(=O)CC2C(=O)Nc3ccccc3N2C(C)C(=O)N2CCCCC2)c(C)c1 (stereo unspecified),-4.1
Cc1cccc(C(=O)N2CCCc3c(F)ccc(F)c32)n1,-12.3
CC1CCc2nc(NC(=O)C3CCCN3S(=O)(=O)c3ccc(F)cc3)sc2C1 (stereo unspecified),-0.8
COc1ccc(CC(=O)Nc2c(C)nc3cc(C)ccn3c2=O)cc1,-14.9
Cc1c(C(=O)O)sc2ncnc(N3CCC(N4CCOCC4)C3)c12 (stereo unspecified),-0.4
Nc1nc(N2CCCC2)nc(Nc2ccccc2F)c1[N+](=O)[O-],-3.8
O=C(c1cc(-c2ccco2)on1)N1CCOCC1,10.9

# (cont.)
SMILES,mcGAS RapidFire
O=C(OCCc1cn[nH]c1C(F)(F)F)C1CSCN1C(=O)C1CCCC1 (stereo unspecified),1.0
CC(C)(C)c1nc(CNC(=O)Cc2ccc(Cl)cc2)no1,-15.8
Cc1ccc2c(C)[n+](C)ccn12,1.6
Cc1oc(NC(=O)CN2CCN(C)CC2C)c(C#N)c1C (stereo unspecified),3.0
CCOC(=O)c1sc2nc(CNCc3ccccc3)[nH]c(=O)c2c1C,-10.6
O=C(Nc1cccc(-c2cc3ccccc3[nH]2)c1)C1CCCN(C2CCOCC2)C1 (stereo unspecified),-0.6
Cc1nc2c(C(=O)N3CCOC(c4ccc(Cl)c(Cl)c4)C3)cccc2[nH]1 (stereo unspecified),-8.4
